Bioassay records deposited in PubChem by several laboratories.
PP1 inh: blocks human PP1-alpha phosphatase, a PP5 counter-screen | P62136 | purified PP1alpha, OMFP fluorescence | inhibition, % at 6.7 µM | 320,000 compounds, 0.9% hits | AID 2235;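 active = inhibition above the mean inhibition of all tested compounds plus 3 SD, computed separately for each screening campaign, cut at about 15% in these data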
Target sequence (P62136 whole entry, looked up): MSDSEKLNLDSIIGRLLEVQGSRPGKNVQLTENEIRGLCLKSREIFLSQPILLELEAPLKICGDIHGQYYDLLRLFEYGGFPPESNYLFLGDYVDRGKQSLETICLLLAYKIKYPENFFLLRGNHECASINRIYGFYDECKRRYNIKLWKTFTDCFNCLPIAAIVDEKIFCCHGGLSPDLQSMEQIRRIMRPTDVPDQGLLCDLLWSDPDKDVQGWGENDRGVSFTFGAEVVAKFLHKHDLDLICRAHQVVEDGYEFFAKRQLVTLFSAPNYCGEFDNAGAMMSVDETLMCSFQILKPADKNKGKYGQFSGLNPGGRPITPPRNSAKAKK
HCV core dimer: blocks dimerization of HCV core protein | TR-FRET GST/Flag-core106 dimerization, 1536-well | inhibition, % at 5 µM | 300,000 compounds, 0.33% hits | AID 1899;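 active = inhibition above the mean of all tested compounds plus 3 SD, set per screening campaign, cut at about 45% in these data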
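System: GST/Flag-tagged HCV core106 proteins. Incubation: compound-protein-antibody incubation 4 h at 22.5 °C. Technique: HTRF with 340 nm excitation, 617/671 nm emission. Medium: KF-containing HEPES buffer, pH 7.45, DTT, CHAPS, BSA. Read-out: inhibition (%) from 671 over 617 nm ratio. Also added: Eu(K)-anti-GST 90 ng/mL plus XL665-anti-Flag 1 µg/mL.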
Efflux pump mplx: antifungal efflux pump inhibition, Nile Red retention | S. cerevisiae Candida pump triplex | inhibition, % at 10 µM | 330,000 compounds, 0.44% hits;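 active = plate passing quality check with inhibition over a set limit, or well fluorescence over plate mean plus 4 SD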;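 note: Nile Red retained in pooled yeast measured as flow cytometry median fluorescence; 0% = buffer negative control and 100% = Enniatin B positive control; higher means more Nile Red kept so more efflux inhibition; some compounds called inactive have numbers as strong as hits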
PREPL inh: inhibits the human prolyl oligopeptidase-like enzyme; recombinant PREPL, fluorescence polarization activity-based probe; Q4J6C6; 320,000 compounds, 0.68% hits; inhibition, % at 5.96 µM; AID 2751; in the data active = inhibition above about 43%;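 note: 0% = enzyme with DMSO and 100% = wells lacking enzyme; many of its hits are not listed in these tables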
CTSL1 counter: blocks F. hepatica cathepsin L1 in PFM18AAP counter-screen. 300,000 compounds, 0.49% hits. inhibition, % at 5.96 µM. recombinant F. hepatica cathepsin L1, Z-Leu-Arg-MCA fluorescence;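 active = inhibition above the mean of all tested compounds plus 3 SD, set per screening campaign, cut at about 17% in these data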;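 note: 0% = plate median of test compound wells and 100% = 1 µM Z-Phe-Ala-diazomethylketone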
JMJD2C inh: inhibitors of human GASC-1 (JMJD2C) demethylase. AID 2099. GST-JMJD2C(1-420) H3K9me3 demethylation, DELFIA europium. Q9H3R0. 330,000 compounds, 0.069% hits. inhibition, % at 2.35 µM;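 active = more than half of a compound's replicate wells show inhibition beyond 50%, single wells judged on their own value; inconclusive = some, but no more than half, of replicates pass 50% inhibition; inactive = no replicate passes 50% inhibition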;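 note: signal counts dimethyl H3K9 product captured on neutravidin plate; 0% = median of DMSO wells and 100% = 0.3 times that DMSO median; strong numbers were not always called active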
Target sequence (Q9H3R0 1-420 limits assumed): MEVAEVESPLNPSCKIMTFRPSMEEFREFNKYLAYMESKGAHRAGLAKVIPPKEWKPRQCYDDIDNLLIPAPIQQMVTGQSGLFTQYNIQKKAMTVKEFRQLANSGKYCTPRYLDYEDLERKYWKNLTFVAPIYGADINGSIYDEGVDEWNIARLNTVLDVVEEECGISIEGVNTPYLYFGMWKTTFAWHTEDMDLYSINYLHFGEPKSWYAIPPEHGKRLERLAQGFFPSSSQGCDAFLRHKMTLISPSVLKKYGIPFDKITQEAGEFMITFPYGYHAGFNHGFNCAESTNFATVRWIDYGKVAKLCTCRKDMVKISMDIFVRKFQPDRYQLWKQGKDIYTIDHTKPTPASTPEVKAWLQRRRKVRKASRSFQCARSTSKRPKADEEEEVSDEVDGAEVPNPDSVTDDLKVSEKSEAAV
LYPLA2 inh: blocks human lysophospholipase 2, a PME1 counter-screen; O95372; recombinant LYPLA2, FP-Rh probe fluorescence polarization; inhibition, % at 5.9 µM; 320,000 compounds, 0.38% hits;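 active = inhibition above the screen-wide mean plus 3 SD, limit set per campaign, cut at about 26% in these data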;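 note: 0% = LYPLA2 with DMSO and 100% = wells lacking LYPLA2 enzyme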
Target sequence (O95372 whole entry, looked up): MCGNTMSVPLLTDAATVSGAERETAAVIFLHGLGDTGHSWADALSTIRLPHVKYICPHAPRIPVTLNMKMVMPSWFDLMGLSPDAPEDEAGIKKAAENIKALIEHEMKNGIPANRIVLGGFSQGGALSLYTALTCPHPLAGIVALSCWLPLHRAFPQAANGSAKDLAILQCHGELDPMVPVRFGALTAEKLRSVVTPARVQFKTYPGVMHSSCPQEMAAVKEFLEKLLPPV
TPT1 inh: C. albicans TPT1 enzyme inhibition; recombinant caTPT1, FP RNA substrate dephosphorylation; inhibition, % at 5 µM; 300,000 compounds, 0.81% hits;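 active = inhibition above the mean of all tested compounds plus 3 SD, set per screening campaign, cut at about 24% in these data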;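 note: plate controls were DMSO alone for no effect and ferristatin control at 100 nM for full effect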
PP5 inh: inhibitors of human protein phosphatase 5 (PP5); inhibition, % at 6.7 µM; 320,000 compounds, 0.18% hits; purified PP5c, OMFP substrate fluorescence;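 active = inhibition above the campaign's mean inhibition across all tested compounds plus 3 SD, cut at about 9.5% in these data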;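 note: 0% = DMSO only and 100% = 100 µM cantharidin control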
Active calls of the source: *; ? = inconclusive.

SMILES	PP1 inh	HCV core dimer	Efflux pump mplx	PREPL inh	CTSL1 counter	JMJD2C inh	LYPLA2 inh	TPT1 inh	PP5 inh
Cc1ccc(S(=O)(=O)N2CCC(C(=O)OCc3ccccc3)CC2)cc1C	-3	2	0.1	13	3	-5	-2	0	0.2
c1ccc(OCc2cc(-c3ccccc3)no2)cc1	-1	1	0.0	-2	-4	-24	5	-2	0.4
CSc1cc(-c2ccc(Cl)cc2)[nH]c(=O)c1C#N	-4	-47	-0.1	2	-1	2	1	-2	-1.4
CC1CN(CCOCCOc2ccccc2-c2ccccc2)CC(C)O1 (configuration not stated)	-1	3	0.1	2	-9	0	7	-3	1.0
Cc1cc(Oc2ccccc2)nc(NCc2ccccc2)n1	4	1	-0.1	-15	-1	10	-8	-6	2.9
O=C(COC(=O)c1cc2ccccc2cc1O)c1ccccc1	0	1	-0.3	23	2	0	6	-4	-0.3
CC1CCCN(c2nc3nonc3nc2N2CCCC(C)C2)C1 (configuration not stated)	6	5	0.1	-7	4	1	-2	-2	0.6
O=C(CCC1CCCN(C(=O)Cc2ccc(F)cc2)C1)N1CCN(c2ccccn2)CC1 (configuration not stated)	-1	2	-0.1	-4	0	-5	-1	0	-1.3
COc1cccc(CNc2cccc3cccnc23)c1O	3	-7	-0.2	22	-3	-8	4	1	3.7
CC1CCCN(c2ccc(C(=O)NCc3ccco3)cc2[N+](=O)[O-])C1 (configuration not stated)	2	-7	-0.2	14	3	-5	8	-5	3.0
CCOc1ccc(NC(=O)CCN2C(=O)c3ccccc3C2=O)cc1	0	2	0.1	-14	-2	7	4	-1	-1.0
CCOc1cc(OCC)cc(C(=O)NCCCN2CCOCC2)c1	-2	1	0.1	-5	2	-1	-2	-2	-1.4
CCOC(=O)Cn1c2ccccc2c2nc3ccccc3nc21	0	-4	0.1	0	0	3	-2	3	1.5
O=[N+]([O-])c1ccc(Nc2ccc(N3CCOCC3)cc2)c([N+](=O)[O-])c1	1	0	0.0	9	3	-1	8	0	2.5
COc1ccc(-c2csc(NC(=O)c3cc(C)on3)c2C#N)cc1OC	5	0	0.0	9	2	4	-2	0	-0.2
O=[N+]([O-])c1cc(F)c(N2CCCCC2)cc1N1CCOCC1	-1	3	-0.1	14	3	-6	-2	-1	1.2
Cc1ccc(NS(=O)(=O)c2ccc(N/N=C/c3ccncc3)c([N+](=O)[O-])c2)c(C)c1	12	10	-0.2	12	0	1	4	1	2.6
Cc1nonc1C1CCCN1C(=O)c1cc(COc2ccc(F)cc2Cl)on1 (configuration not stated)	2	-9	0.0	31	1	-2	8	-2	2.2
Cc1cc(NC(=O)C2CCN(S(=O)(=O)c3c(C)noc3C)CC2)ccc1Br	-2	-1	-0.1	17	-4	0	-3	2	-0.4
COC(=O)c1ccc(CNC(=O)c2ccc3c(c2)OCCO3)cc1	0	-2	0.1	5	0	0	0	4	0.3

Continued, starting with the last 4 of the part before.
SMILES	PP1 inh	HCV core dimer	Efflux pump mplx	PREPL inh	CTSL1 counter	JMJD2C inh	LYPLA2 inh	TPT1 inh	PP5 inh
Cc1ccc(NS(=O)(=O)c2ccc(N/N=C/c3ccncc3)c([N+](=O)[O-])c2)c(C)c1	12	10	-0.2	12	0	1	4	1	2.6
Cc1nonc1C1CCCN1C(=O)c1cc(COc2ccc(F)cc2Cl)on1 (configuration not stated)	2	-9	0.0	31	1	-2	8	-2	2.2
Cc1cc(NC(=O)C2CCN(S(=O)(=O)c3c(C)noc3C)CC2)ccc1Br	-2	-1	-0.1	17	-4	0	-3	2	-0.4
COC(=O)c1ccc(CNC(=O)c2ccc3c(c2)OCCO3)cc1	0	-2	0.1	5	0	0	0	4	0.3
CCCCCN(C(=O)NC(=O)NC(C)CC)S(C)(=O)=O (configuration not stated)	-1	2	-0.1	15	4	3	2	-2	-0.3
CC(=O)/C(=C/Nc1ccc(Oc2ccccc2)cc1)c1ccccc1	0	2	0.0	2	3	-1	-2	-1	-0.4
O=C(Nc1cccc(F)c1)c1cccc(S(=O)(=O)N2CCOCC2)c1	-6	-5	-0.1	-1	3	2	1	1	2.2
Cc1noc(C)c1COC(=O)c1ccccc1Oc1ccccc1	-2	7	0.2	5	2	8	-2	2	2.2
COc1ccc(CNC(=S)N2CCN(S(=O)(=O)c3cccc(F)c3)CC2)cc1	-4	4	0.5	15	-4	0	0	2	0.9
COc1ccc(CCNC(=O)c2csc3c2CCCC3)cc1OC	-1	0	0.2	3	0	-8	8	2	1.4
O=C1CCN(C(=O)/C=C/c2ccccc2)c2ccccc21	-3	3	0.1	-8	0	1	13	-3	2.8
O=C(O)c1sccc1NC(=O)c1c(Cl)cccc1Cl	-1	-2	-0.3	-7	0	-7	1	-8	-1.3
CC(C)(C)NC(=O)c1sccc1C(=O)O	-2	0	-2.6	5	8	1	4	-2	-0.4
Cc1ccccc1C(=O)Nc1nnc(-c2ccc(C(C)(C)C)cc2)s1	-3	-4	0.0	14	1	9	-5	2	-1.7
COc1ccc(-c2cc(C(=O)NCCCN3CCOCC3)no2)cc1	2	-2	0.6	2	0	2	5	0	-0.3
CNS(=O)(=O)c1cccc(C(=O)OCC(=O)N(Cc2ccccc2)C(C)(C)C)c1	-2	4	0.1	0	0	3	1	0	1.4
COc1ccccc1NC(=O)Cn1nnc(C(=O)NCc2ccc3c(c2)OCO3)c1N	-3	10	0.1	-13	-1	3	0	1	2.0
COC(=O)c1ccccc1NC1OC(=O)c2ccccc21 (configuration not stated)	0	-10	91*	-2	-2	2	1	-5	-3.7
O=C(CSc1nnc(CNc2ccc(F)cc2)o1)N1CCCc2ccccc21	2	-2	0.5	6	-2	-1	11	0	3.2
CC(=O)NS(=O)(=O)c1ccc(N=c2ssc3c2-c2ccc(C)cc2NC3(C)C)cc1	-6	-7	-0.3	0	-5	-3	0	-1	-4.0
CCOC(=O)c1c(-c2ccccc2)nc2ccccn12	-1	0	0.0	-11	-3	-6	8	-1	1.6
Cc1ccc(NC(=O)c2cc(NC(=O)c3ccco3)ccc2N2CCOCC2)cc1	-3	-1	0.1	0	0	5	-6	-6	4.1
CC1CCN(S(=O)(=O)c2ccc3ncn(CC(=O)N(C)C4CCCCC4)c(=O)c3c2)CC1	-3	7	-0.1	-2	2	-3	4	-2	-1.1
CCOc1ccc(/C=N/NC(=O)c2ccc(Cn3cc([N+](=O)[O-])cn3)o2)cc1	-1	9	0.0	2	2	-52	1	5	0.8
Cc1ccccc1NS(=O)(=O)c1ccc(C(=O)NCC(c2ccco2)N2CCCCC2)cc1 (configuration not stated)	-2	-1	0.1	4	-1	4	4	0	0.2
CCOc1ccc(S(=O)(=O)NCc2ccc(OC)cc2)c2cccnc12	68*	3	-0.1	-2	2	10	1	-1	-1.4
COc1cccc(-c2cc(C(F)(F)F)n3nc(C(=O)Nc4c(C)n(C)n(-c5ccccc5)c4=O)cc3n2)c1	0	2	-0.1	3	0	5	3	2	0.2
COc1ccc(C(C#N)N2N=C(c3ccccc3)CC2c2ccccc2)cc1OC (configuration not stated)	0	5	0.2	2	-6	0	6	-1	0.8
CCOc1ccc(NC(=O)CC2Nc3ccccc3NC2=O)cc1 (configuration not stated)	-1	2	0.1	7	3	41	2	-8	0.4
NC(=O)c1nsc(C(=O)N(c2cccc(F)c2)C(C(=O)NC2CCCC2)c2ccc(O)cc2)c1N (configuration not stated)	4	6	-0.2	15	2	5	0	-4	-0.7
Cc1cc(C)cc(NC(=O)N2CCN(Cc3ccc4c(c3)OCO4)CC2)c1	-2	-4	-0.1	14	-3	8	3	-1	3.9
CN1CCN(S(=O)(=O)c2cc([N+](=O)[O-])ccc2N2CCCCCC2)CC1	1	0	0.0	6	1	29	-3	3	-1.6
COc1ccc(Cn2ccnc2SCC(=O)Nc2cccc(NC(C)=O)c2)cc1	0	3	0.1	-8	5	2	4	4	1.4
C=CCn1c(SCC(=O)c2[nH]c(C)c(C(=O)OCC)c2C)nc2scc(-c3ccccc3)c2c1=O	2	3	-0.1	-4	-2	0	0	1	-0.9
CC(=O)Nc1ccc(/C=C/C(=O)c2ccc3c(c2)OCCO3)cc1	-1	9	0.0	-5	1	0	-4	16	-2.3
O=C(CSc1nnc2ccc(-c3ccc(F)cc3)nn12)NCC1CCCO1 (configuration not stated)	-4	3	0.2	13	3	13	-2	2	0.2
COc1cccc(CNC(=O)CCCn2ccc3cc(S(=O)(=O)N4CCCC4)ccc32)c1	-2	1	-0.1	0	1	13	-1	0	1.7
COc1ccccc1C(=O)Nc1nc2ccccc2[nH]1	0	-1	0.1	-9	-2	-1	-2	-1	2.5
COc1ccccc1N1CCN(/N=C(\C)c2ccccc2O)CC1	0	-4	0.1	-2	-5	-16	-2	3	1.4
O=C(O)CCC(=O)N1CCc2cc(S(=O)(=O)NCCc3ccc(Cl)cc3)ccc21	-2	2	-0.1	-15	-7	-13	3	-2	0.7
CS(=O)(=O)N1CCc2cc(C(=O)Nc3ccc(Cl)cc3)ccc21	4	-11	-0.2	0	-1	6	-3	-2	2.9
Cc1c(-c2ccccc2)[n+](=O)c(-c2ccco2)c(C)n1[O-]	2	-4	-0.1	-3	-2	7	-1	-2	1.5
Cc1ccc(-c2nsc(SCC(=O)NCc3ccc4c(c3)OCO4)n2)cc1	3	-3	0.0	1	-1	1	2	-6	1.3
CCOCCCn1c(SCC(=O)N2CCOCC2)nc2ccccc2c1=O	-2	-4	-0.1	1	-2	6	1	-4	-1.8
CCSc1nc2c(c(=O)[nH]1)C(c1cccs1)C(C(=O)OC)=C(C)N2 (configuration not stated)	2	11	-0.2	-6	2	1	0	-2	-1.5
CS(=O)(=O)N(CC(=O)Nc1ccc(F)cc1)C1CCCCC1	-2	-7	0.3	7	-1	7	-7	1	-0.8
CCc1ccc2c(c1)C(NC(C)=O)C(=O)N2CCN1CCOCC1 (configuration not stated)	41*	-2	0.1	3	1	4	3	-4	3.6
CCOC(=O)C1=C(CC)Nc2ccccc2N=C1NC(=O)c1ccc(S(=O)(=O)N2CCOCC2)cc1	3	6	0.1	6	2	16	2	6	1.6
COc1cccc(Nc2ncnc3onc(-c4ccccc4OC)c23)c1	-2	-5	-0.2	-3	0	1	3	1	-1.0
CCCN(C(=O)CCl)C1=CCCCC1	-7	0	0.0	8	1	-6	-5	2	-2.4
C=CCC1NS(=O)(=O)OC2CCCC12 (configuration not stated)	-2	-16	0.0	15	6	?	3	-1	2.3
CCC(C(=O)O)n1nnc(-c2ccc(-c3ccc(OC)cc3)cc2)n1 (configuration not stated)	-4	-5	0.1	1	-7	-6	-2	-5	-4.4
CCOc1ccc(CC2CCC(=O)NC2=O)cc1 (configuration not stated)	-1	-16	0.0	17	2	-3	4	4	3.6
COc1ccc(NC(=O)COC(=O)c2c3c(nc4ccccc24)CCCC3)cc1	1	8	0.0	4	3	-9	-7	3	1.2
Cc1c(C(=O)NC2CCCc3ccccc32)oc2ccc(S(=O)(=O)N3CCOCC3)cc12 (configuration not stated)	-1	9	0.0	-5	-1	-11	0	-2	-0.6
COC(=O)[C@@H](NC(=O)Nc1ccc2c(c1)OCCO2)C(C)C	-3	-4	0.0	17	6	-6	-3	-1	0.9

A portion of the library; the hit share may differ from the screen's.
